HCV core inhibition = inhibitors of HCV core protein dimerization, confirmation, biochemical, TR-FRET, triplicate (AID 2152) | Hepatitis C virus core protein (core106 dimerization) | TR-FRET GST-/Flag-core106 dimerization, HTRF; active compounds read high | 2,300 compounds, 1% hits | inhibition, % at 5 µM;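 active means mean inhibition over three replicate wells above the hit threshold derived in the earlier primary screen, cut at about 45% in these data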;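 further: 0% = DMSO wells and 100% = unlabelled core106 competitor control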
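Test system – GST- and Flag-tagged HCV core106 peptides, dimerization via antibody TR-FRET · Amount – 17 nM Flag- plus 13.5 nM GST-core106 · Schedule – 4 h incubation, 22.5 °C · Compound dosing – one 5 µM dose, 0.5% DMSO · Detection – TR-FRET, 340 nm excitation, 671/617 nm emission · Reagent – Eu(K)-anti-GST plus XL665-anti-FLAG antibodies · Read-out basis – percent inhibition from emission ratio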
An asterisk follows results filed as active. Some of the compounds tested. The share of hits here may be higher or lower than overall.

SMILES | HCV core inhibition
CCCSc1nc(C)c(-c2csc(C(C#N)=C3CCCC3)n2)cc1C#N | 24
CCOC(=O)c1cc2c(N)c(C(=O)c3ccc(Br)cc3)sc2[nH]c1=O | -16
O=c1[nH]c(C2CCN(S(=O)(=O)/C=C/c3ccccc3)CC2)nc2c1nnn2Cc1ccc(F)cc1 | 4
COC(=O)\C(C(C)=O)=C(/C=C/C=C/C=C/N(C)C)N(C)C | -1
COc1ccc(-c2csc(NC(=O)C3CC(=O)N(c4ccc5c(c4)OCCO5)C3)n2)cc1 (stereo not drawn) | 2
O=C1OC(c2ccc3c(c2)OCO3)N(C(=O)c2ccc(Cl)c(Cl)c2)c2ccccc21 (stereo not drawn) | -1
COc1ccc(CCn2c(C)cc(C(=O)CSc3nnc(N)s3)c2C)cc1 | 0
Cc1ccc(N2C(=O)[C@@H]3[C@H](C2=O)C2c4ccccc4C=CN2[C@@H]3C(=O)c2ccco2)c(C)c1 (stereo partly drawn) | 6
O=C(Nc1ccc2c(c1)CCC2)c1cc(S(=O)(=O)N2CCN(c3ccccc3)CC2)ccc1Cl | -3
O=C(CN1C(=O)S/C(=C\C=C\c2ccccc2)C1=O)Nc1ccc(O)cc1 | -12
C=CCn1c(SCC(=O)c2ccc(CNC(C)=O)o2)nc2scc(C3CC3)c2c1=O | 12
NC(=O)c1ccc(NC(=O)CCc2nc3ccccc3s2)cc1 | 12
CCN(CC)S(=O)(=O)c1cccc(-c2nn(-c3ccccc3)cc2/C=C(\C#N)C(=O)NCc2ccco2)c1 | -5
CCN(CCCCN1C(=O)c2ccccc2C1=O)c1ccc2c(c1)C(=O)N(C)C2=O | 4
Clc1ccc(Nc2ncnc3ccc(Br)cc23)cc1 | 20
O=[N+]([O-])c1ccc(Nc2nc(N/N=C\c3ccc4c(c3)OCO4)nc(N3CCCCC3)n2)cc1 | 1
O=C(OCC(=O)N1CCN(C(=O)c2ccco2)CC1)c1cc(-c2ccco2)nc2ccccc12 | 31
Cc1ccc(Oc2cc([N+](=O)[O-])cc3c2C(=O)Nc2ccccc2O3)cc1 | 1
COC(=O)/C=c1/s/c(=C(\C#N)C(=O)NCc2ccco2)n(-c2ccc(C)cc2)c1=O | -4
COC(=O)c1ccc(C(NC(=O)OCc2ccccc2)/C(C)=C/[C@@H](C)C(=O)NCc2ccc(-c3ccccc3)cc2)cc1 (stereo partly drawn) | -7
Cc1cccc(Nc2nn3c(=O)c4ccccc4nc3s2)c1 | 34
CCOC(=O)c1cnn(-c2nc(SC)nc3sc4c(c23)CCC4)c1N | 4
CCC1(CC)NC(=O)N(CC(=O)Nc2sc3c(c2C(N)=O)CCC3)C1=O | 29
CSc1nc(N)nc(SCC(=O)c2ccc(C)cc2)c1C#N | -2
CS(=O)(=O)C1=NSC2=NC(=O)/C(=C\c3cccn3-c3ccccc3Cl)C(=N)N21 | 4
COc1ccc(OC)c(-c2csc(NC(=O)C3=NNC(=O)CC3)n2)c1 | 2
CN(C(=O)COC(=O)c1cc(-c2ccco2)nc2ccccc12)C1CCS(=O)(=O)C1 (stereo not drawn) | 50*
O=C(COC(=O)c1cnccn1)c1ccc(OC(=O)c2ccccc2)cc1 | -6
Cc1ccc(NC(=O)Cc2ccccc2Cl)cc1S(=O)(=O)N(C)C | -2
COc1ccc(-c2nnc(C)c3nocc23)cc1 | 0
COc1ccc(NC(=O)Cn2ncn3c(cc4ccccc43)c2=O)c(OC)c1OC | 2
Cc1csc(SCC(=O)Nc2sc3c(c2C#N)CCC3)n1 | -5
CC(=O)c1c(C)[nH]c(C(=O)OCC(=O)Nc2sc3c(c2C#N)CCCC3)c1C | 2
C(=C\c1ccco1)/C1=NN(c2ccccc2)C(c2ccco2)C1 (stereo not drawn) | -13
O=C(c1cccc(-n2cccc2)c1)N1CCN(S(=O)(=O)c2ccc(F)cc2)CC1 | 5
CCN(CC)c1ccc(/C=N/NC(=O)C(O)(c2ccccc2)c2ccccc2)o1 | -9
CC1Cc2ccccc2N1Cc1nc2scc(-c3cccs3)c2c(=O)[nH]1 (stereo not drawn) | 4
O=C(CCN1C(=O)/C(=C/C=C/c2ccccc2)SC1=S)Nc1nc2ccccc2s1 | -2
CCN(CC)c1ccc(C(=O)OCc2cc(=O)oc3cc(O)ccc23)cc1 | -8
COc1ccc(C(=O)N/C(=C/c2cccc3ccccc23)C(=O)NCCc2c[nH]c3ccccc23)cc1OC | 0
CCC1=Nc2cc(C(=O)NCc3ccco3)ccc2Sc2ccc(Cl)cc21 | -11
O=C(C1=C[C@@H]2[C@H]3C(=O)N(c4ccccc4)C(=O)[C@H]3[C@@H](C(=O)c3ccc(Cl)cc3)N2C=C1)c1ccccc1 | 21
CN(C)S(=O)(=O)c1cccc(-c2nn(-c3ccccc3)cc2/C=C2\SC(=S)NC2=O)c1 | 13
COc1cccc(/C=N/NC(=O)c2nc(-c3ccccc3)cc(-c3ccccc3)n2)c1 | 7
Cc1cccc(Nc2nnc(SC/C(O)=C(\C#N)c3nc4ccccc4[nH]3)s2)c1 | 3
CCN(CC)CCNC(=O)c1ccc(NC(=O)c2cc(-c3ccco3)nc3ccccc23)cc1 | 4
Cc1ccc([C@@H]2CC=C(C(=O)O)[C@H](c3cccc(Cl)c3)N2S(=O)(=O)c2ccc(C)cc2)cc1 | 0
O=C(Nc1nc(-c2ccc(-c3ccccc3)cc2)cs1)c1cc([N+](=O)[O-])ccc1N1CCOCC1 | 2

Among those listed so far, two contain bromine.
SMILES | HCV core inhibition
CCOC(=O)c1cc2c(N)c(C(=O)c3ccc(Br)cc3)sc2[nH]c1=O | -16
Clc1ccc(Nc2ncnc3ccc(Br)cc23)cc1 | 20

Going on with the list:
SMILES | HCV core inhibition
Cc1ccc(C2=NN3C(C2)c2ccccc2OC32C(=O)Nc3ccccc32)cc1 (stereo not drawn) | -1
NC(=O)[C@H]1CC2(CC(c3cccc(NC(=O)CC(c4ccccc4)c4ccccc4)c3)=NO2)CN1C(=O)C(c1ccccc1)c1ccccc1 (stereo partly drawn) | 9
CCCCN(C(=O)c1cccc(-n2cccc2)c1)c1c(N)n(Cc2ccccc2)c(=O)[nH]c1=O | 0
Cc1ccc(OCC(=O)Nc2oc(-c3ccccc3)c(-c3ccccc3)c2C#N)cc1 | -4
CCN(CC)c1cc2nc(C)n(Cc3ccccc3)c(=O)c2cc1NC(=O)C1CC1 | 3
C/C(=N\Nc1nc(-c2cc(C)ccc2C)cs1)c1cc2c(ccc3ccccc32)oc1=O | 10
CCC(c1nnnn1Cc1ccco1)N(Cc1cc2cc(OC)ccc2[nH]c1=O)C1CCCCC1 (stereo not drawn) | 2
CC(C)c1ccccc1NC(=O)COC(=O)CCN1C(=O)/C(=C\C=C\c2ccccc2)SC1=S | -6
COc1ccc(Cl)cc1NC(=O)c1[nH]c(C)c(C(C)=O)c1C | 3
N=C1C(c2nc(-c3ccc(Br)cc3)cs2)=C(O)CN1NC(=O)c1ccc([N+](=O)[O-])cc1 | 12
COc1cc(/C=C/C(=O)OCC(=O)Nc2sc3c(c2C#N)CCC(C)C3)ccc1OCC#N (stereo not drawn) | -6
CCCc1nc(SCC(=O)N2CCCc3ccccc32)c2c(=O)n(C)c(=O)n(C)c2n1 | 12
CCc1ccc(NC(=O)c2ccc3c(c2)C(=O)N(Cc2ccco2)C3=O)cc1 | 23
O=C(CSc1nnc(COc2ccccc2)n1Cc1ccco1)NCc1ccco1 | -3
COc1ccccc1C(=O)Nc1sc2c(c1C(=O)NCc1ccco1)CCCC2 | -2
O=C(Nc1ccc(F)cc1F)c1cc(-c2ccco2)nc2ccccc12 | -2
CCOC(=O)c1cc(-c2ccco2)nc2c1c(C)nn2CCC#N | 4
Cc1cc2cc(CNC(=O)C(C)Oc3ccccc3)ccc2n1C (stereo not drawn) | -8
O=C1c2ccccc2C(=O)N1CCC(c1ccc(F)cc1)c1ccco1 (stereo not drawn) | -6
Cc1cc(C#N)c(C)n1-c1cc(S(=O)(=O)N2CCOCC2)ccc1N1CCCC1 | 2
N#C/C(=C\C=C\c1ccccc1[N+](=O)[O-])c1nc(-c2ccc3c(c2)OCO3)cs1 | -1
COc1ccc(-c2oc(NC(=O)c3ccc(C)cc3)c(C#N)c2-c2ccc(OC)cc2)cc1 | -11
CCOC(=O)c1ccccc1NC(=O)c1ccc2nccnc2c1 | 14
Cc1ccc(-n2ncc3c2ncn2nc(-c4ccco4)nc32)c(C)c1 | -3
CCc1ccc(NC(=O)C(C)Oc2nnc(-c3cccs3)c(-c3cccs3)n2)cc1 (stereo not drawn) | 0
O=C(Nc1cccc(Oc2ccc(C(=O)O)c(C(=O)O)c2)c1)c1ccc(-c2ccccc2)cc1 | 6
Cc1ccc(CSc2nnc3nc(C)cc(C)n23)cc1 | -1
O=c1c2c([N+](=O)[O-])cc([N+](=O)[O-])cc2nc2ccccn12 | -11
Cc1ccc(Cn2c(=N)c(C(=O)NCc3ccco3)cc3c(=O)n4ccccc4nc32)cc1 | 21
Cc1ccccc1CSCC(=O)NC(=O)NCc1ccco1 | -1
Cc1ccccc1NC(=O)c1ccc(Nc2c([N+](=O)[O-])cc([N+](=O)[O-])c3ccccc23)cc1 | -5
COc1ccccc1CNC(=O)c1cc(-c2ccccc2C)n(CC2CC(c3cccc([N+](=O)[O-])c3)=NO2)n1 (stereo not drawn) | -6
Nc1ccc2nn(-c3cccc4ccccc34)nc2c1 | 0
N#CCn1cnc2sc(-c3ccccc3)cc2c1=O | 5
O=C(NN=C1CCN(Cc2ccccc2)CC1)c1cc2ccccc2cc1O | -16
Nc1c(C(=O)Nc2ccc(Br)cc2)sc2nc(-c3ccco3)ccc12 | -11
C/C=C/C=C/C(=O)N1CC2(CC(c3cccc(NC(=O)/C=C/C)c3)=NO2)C[C@@H]1C(N)=O (stereo partly drawn) | -8
Cc1cccc(N2CSC3=C(C#N)C(c4ccc(C)o4)CC(=O)N3C2)c1 (stereo not drawn) | 51*
COc1cccc(Cn2cnc3c(NS(=O)(=O)c4cc(Cl)ccc4Cl)c(C)c(C)cc32)c1 | -5
Cc1cc(Br)c2nc3c(c(C(=O)O)c2c1)CCCCC3 | 46*
Cc1ccc([N+](=O)[O-])cc1NC(=O)Cc1cccs1 | 13
CCCC(C(=O)NCc1ccccc1)N(C(=O)Cn1nnc(-c2cccs2)n1)c1ccc2c(c1)OCCO2 (stereo not drawn) | -7
Cc1cc(C)cc(N2Cc3ccccc3C2)c1 | 4
COc1ccc(OC)c(/C=N/c2oc(-c3ccco3)c(-c3ccco3)c2C#N)c1 | -7
C#Cc1ccc([C@@H]2C=C(C(=O)NCc3ccccc3)O[C@H](OCc3ccc(CO)cc3)C2)cc1 | -3
O=C(Nc1nnc(SCc2ccc(Cl)cc2)s1)c1cnccn1 | 0
Cc1ccc(C2CC(c3cccs3)=NN2C(=O)CSc2nc(=O)n3ccc(C)cc3n2)cc1 (stereo not drawn) | 41
COCc1cc(C)nc(OCC(=O)N/N=C/c2ccc(-c3cc([N+](=O)[O-])ccc3C)o2)c1C#N | -4

Quoted from the listing:
`Cc1ccc(C2CC(c3cccs3)=NN2C(=O)CSc2nc(=O)n3ccc(C)cc3n2)cc1` (stereo not drawn) – HCV core inhibition = 41
`COCc1cc(C)nc(OCC(=O)N/N=C/c2ccc(-c3cc([N+](=O)[O-])ccc3C)o2)c1C#N` – HCV core inhibition = -4
`C/C=C/C=C/C(=O)N1CC2(CC(c3cccc(NC(=O)/C=C/C)c3)=NO2)C[C@@H]1C(N)=O` (stereo partly drawn) – HCV core inhibition = -8
`Cc1cc(C)cc(N2Cc3ccccc3C2)c1` – HCV core inhibition = 4
`Cc1ccc([N+](=O)[O-])cc1NC(=O)Cc1cccs1` – HCV core inhibition = 13
`O=C(Nc1nnc(SCc2ccc(Cl)cc2)s1)c1cnccn1` – HCV core inhibition = 0
`Cc1cccc(N2CSC3=C(C#N)C(c4ccc(C)o4)CC(=O)N3C2)c1` (stereo not drawn) – HCV core inhibition = 51*

The results go on:
SMILES | HCV core inhibition
COc1ccc2nc(N3CCCC(C(=O)NCCCN4C(C)CCCC4C)C3)sc2c1 (stereo not drawn) | -11
COC/C=C/C1=CC2=CC(=O)C(C)(OC(=O)c3cnc4ccccc4n3)C(=O)C2=CN1c1cccc(C#N)c1 (stereo not drawn) | 7
CC1CCCCC12NC(=O)N(CC(=O)c1ccc[nH]1)C2=O (stereo not drawn) | -2
O=[N+]([O-])c1ccc(Oc2cc(NC3CCCCCCC3)c([N+](=O)[O-])cc2[N+](=O)[O-])cc1 | 0
COc1ccc(CCNC(=O)CCc2nc3sc4c(c3c(=O)[nH]2)CCCC4)cc1 | 5
Cc1ccc(C2CC(C(F)F)n3ncc(C(=O)Nc4c(C)nn(Cc5c(F)cccc5Cl)c4C)c3N2)cc1 (stereo not drawn) | 3
Nc1c2c(nn1-c1ccc(F)cc1)CSC2 | -6
COc1ccc(NC(=O)[C@@H]2[C@@H]3C(=O)N(C4CCCCC4)C(=O)[C@@H]3C3c4ccccc4C=CN32)cc1 (stereo partly drawn) | 0
Cc1cc(C2=NNC(=Nc3ccccc3)SC2)c(C)n1C | -3
Cc1ccc(-c2nn(-c3ccccc3)cc2/C=N/NC(=O)c2ccc3c(c2)OCO3)cc1 | -4
Clc1ccccc1CSc1nnc(-c2ccco2)c(-c2ccco2)n1 | 17
S=c1nc(Cc2ccccc2)[nH]c2ccccc12 | 28
C=CCn1c(O)c(C2=c3ccccc3=NC2=O)s/c1=N/c1nccs1 | 0
CCOC(=O)C1=C(CSc2nc(-c3ccccc3)ccc2C#N)OC(N)=C(C#N)C1c1ccccc1 (stereo not drawn) | 0
O=C(Cc1cccs1)Nc1cccc([N+](=O)[O-])c1 | -2
CCN1CC2=C(OC(N)=C(C#N)C2c2cccs2)/C(=C/c2cccs2)C1 (stereo not drawn) | -1
CCCCn1c(N)c(N(CCC(C)C)C(=O)c2cc(-c3ccco3)nc3ccccc23)c(=O)[nH]c1=O | 0
COc1cccc(OCCN2CCN(c3ncnc4c3cnn4-c3ccccc3)CC2)c1 | 17
COc1ccc(Cc2nnc(NC(=O)Cc3cccs3)s2)cc1OC | 36

Bioassay records as filed in PubChem.
